CRFR2-BP antag: antagonists of CRF-BP/CRF-R2 complex, primary screen, cell-based, HEK293, calcium dye fluorescence, uHTS; 350,000 tested, 0.59% active; inhibition, % at 11.8 µM; CRF-induced calcium fluorescence;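 active = inhibition of the ligand-induced calcium signal above about 50% at the single tested concentration, limit read from the data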
CHRM5 PAM: human M5 muscarinic receptor positive allosteric modulators, primary screen, CHO-K1 cells, Fluo-8 calcium fluorescence | Muscarinic acetylcholine receptor M5 (Homo sapiens), P08912 | CHO-K1 hM5, ACh EC20 PAM; 0% = ACh EC20, 100% = ACh EC100 | activation, % at 3 µM | 360,000 tested, 0.3% active | AID 624038, 2012;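 active = activation above the run cutoff, the mean activation of all test compounds plus 3 SD, cut at about 18% in these data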
Target sequence (P08912 whole entry, looked up): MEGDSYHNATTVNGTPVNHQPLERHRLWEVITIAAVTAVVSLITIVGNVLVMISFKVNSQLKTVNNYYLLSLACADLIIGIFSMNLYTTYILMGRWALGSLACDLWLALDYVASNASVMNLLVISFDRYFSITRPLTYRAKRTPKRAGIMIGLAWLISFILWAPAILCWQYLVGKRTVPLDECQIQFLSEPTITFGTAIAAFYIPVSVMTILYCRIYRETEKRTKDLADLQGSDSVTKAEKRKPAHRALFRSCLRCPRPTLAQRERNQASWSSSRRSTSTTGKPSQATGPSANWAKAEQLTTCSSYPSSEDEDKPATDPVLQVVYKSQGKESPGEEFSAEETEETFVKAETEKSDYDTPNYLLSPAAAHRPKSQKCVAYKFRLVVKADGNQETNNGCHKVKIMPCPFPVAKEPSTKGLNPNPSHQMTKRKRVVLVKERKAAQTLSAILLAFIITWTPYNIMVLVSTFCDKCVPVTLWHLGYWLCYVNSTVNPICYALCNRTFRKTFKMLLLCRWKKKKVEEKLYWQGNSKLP
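Assay system: CHO-K1 hM5 cells. Also added: acetylcholine at EC20 concentration, added after compound. Dosing: 3 µM, single dose. Times: compound preincubation 140 s before EC20 acetylcholine addition. Signal: Fluo-8 calcium fluorescence. Measure: % activation relative to EC20 and EC100 ACh responses. Repeats: singlicate, one well per test compound.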
CHO-K1 Ca PAM: nonselective calcium activators in parental CHO-K1 cells, primary screen, counter-screen for M1 PAM project, cell-based, Fluo-8 calcium fluorescence, full deck, 1536-well | ATP EC20; 0% at ATP EC20, 100% at ATP max | activation, % at 3 µM | 360,000 tested, 0.02% active | AID 602247, 2012;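 active = activation above the run cutoff, the mean activation of all test compounds plus 3 SD, cut at about 40% in these data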;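 note: peak over basal fluorescence ratio in a 140 s read after ATP addition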
CHRM5 antagonist: human M5 muscarinic receptor antagonists, primary screen, CHO cells, Fluo-8 calcium fluorescence | CHO-hM5 cells, ACh EC80 | inhibition, % at 3 µM | 360,000 tested, 0.59% active;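 active = inhibition above a per-plate cutoff, the mean of that plate's test compounds plus 3 SD, cut at about 27% in these data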;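 note: 0% = acetylcholine EC80 with DMSO and 100% = DMSO without agonist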
M4 PAM: human M4 muscarinic receptor positive allosteric modulators, primary screen, CHO-K1 cells, Fluo-8 calcium fluorescence | CHO-K1 hM4/Gqi5, ACh EC20; 0% = ACh EC20, 100% = maximal ACh | Muscarinic acetylcholine receptor M4 (Homo sapiens), P08173 | AID 624126, 2012 | activation, % at 3 µM | 360,000 tested, 0.4% active;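 active = activation above its plate's cutoff, the mean activation of sample wells plus 3 SD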; note: some results filed as inactive read as strong as hits
M5 ag: human M5 muscarinic receptor agonists, primary screen, CHO-K1 cells, Fluo-8 calcium fluorescence. Muscarinic acetylcholine receptor M5 (Homo sapiens), P08912. CHO-K1 hM5 cells; 0% DMSO wells, 100% maximal acetylcholine response. activation, % at 3 µM. 360,000 tested, 0.19% active. AID 624037, 2012;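 active = activation above the run's mean over test compounds plus 3 SD, cut at about 23% in these data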;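 note: signal is peak over basal fluorescence ratio across the kinetic read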
TAAR1 agonist: human TAAR1 agonists, primary screen, Fluo-8 calcium fluorescence, CHO RD-HGA16 cells. Trace amine-associated receptor 1 (Homo sapiens), Q96RJ0. vehicle wells 0%, saturating PEA agonist 100%. activation, % at 3 µM. 360,000 tested, 0.99% active;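 active = activation above the mean activation of all test compounds in the run plus 3 SD, cut at about 38% in these data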
Target sequence (Q96RJ0 whole entry, looked up): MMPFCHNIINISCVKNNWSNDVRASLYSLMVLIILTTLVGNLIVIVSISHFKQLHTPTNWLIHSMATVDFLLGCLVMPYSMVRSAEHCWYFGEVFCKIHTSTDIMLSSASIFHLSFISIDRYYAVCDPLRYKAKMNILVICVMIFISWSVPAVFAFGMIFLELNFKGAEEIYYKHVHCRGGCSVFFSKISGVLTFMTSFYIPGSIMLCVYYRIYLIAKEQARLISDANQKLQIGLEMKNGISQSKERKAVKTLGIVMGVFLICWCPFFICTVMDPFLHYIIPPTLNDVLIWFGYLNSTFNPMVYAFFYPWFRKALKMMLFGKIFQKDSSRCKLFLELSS
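Assay system: CHO-derived RD-HGA16 cells with stable Gα16 and human TAAR1; timing: 17-24 h seeding, 75 min 37 °C dye, 30 min RT; read-out: % activation from peak over basal fluorescence ratio, DMSO-to-PEA scaled; measured by: kinetic Fluo-8 calcium fluorescence; benchmarks: low control DMSO, high control PEA (EC100); doses: 3 µM single concentration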
TAAR1 antagonist: human TAAR1 antagonists, primary screen, Fluo-8 calcium fluorescence, CHO RD-HGA16 cells; antagonist; inhibition, % at 3 µM; Trace amine-associated receptor 1 (Homo sapiens), Q96RJ0; 360,000 tested, 1.5% active; AID 624466, 2012;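 active = inhibition above a per-plate cutoff, the mean inhibition of test compounds on that plate plus 3 SD, cut at about 49% in these data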;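 note: 0% = DMSO plus EC80 beta-PEA response and 100% = DMSO alone without agonist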
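Test system: CHO RD-HGA16 cells bearing hTAAR1 | Reagent: β-PEA, EC80 | Compound dosing: 3 µM, single point | Schedule: Dye loading 75 min at 37 °C, then 30 min room temperature | Signal: Calcium fluorescence with Fluo-8 | Evaluation: Percent inhibition of PEA-evoked calcium signal, max/basal emission ratio | Control set: DMSO-only wells and EC80 β-PEA-stimulated wells | Repeats: Singlicate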
CRFBP-R2 agonist: agonists of CRF-BP/CRF-R2 complex, primary screen, cell-based, HEK293, calcium dye fluorescence, uHTS; CRF-binding protein / CRF receptor 2 complex (human); calcium dye fluorescence (FLIPR); percent of saturating CRF peptide response; activation, % at 13.2 µM; 350,000 tested, 0.46% active; AID 588473, 2011;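 active = activation of at least 50%, plus an integration ratio under a set limit after plate pattern correction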;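 note: plate controls were neutral control wells without compound for no effect and CRF at EC100 for full effect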
* = called active by the depositor; x = no result given.

SMILES	CRFR2-BP antag	CHRM5 PAM	CHO-K1 Ca PAM	CHRM5 antagonist	M4 PAM	M5 ag	TAAR1 agonist	TAAR1 antagonist	CRFBP-R2 agonist
Cc1ccc(/C=N/NC(=O)c2nnn(-c3nonc3N)c2CSc2ccccc2)o1	15.8	-3.4	-24.9	10.0	3.5	-2.4	1.8	0.1	-2.5
CC(C)CCN1CCN(Cc2cccn2-c2cccnc2)CC1CCO (stereo not drawn)	10.6	-6.3	-2.6	6.5	-1.8	-4.5	-0.7	-22.3	1.6
Cc1ccccc1CC1(CO)CCCN(C(=O)c2ccccc2N(C)C)C1 (stereo not drawn)	-39.2	-5.7	15.0	2.8	-6.3	2.3	9.1	0.8	3.3
c1cncc(CNc2ncnc3sc4c(c23)CCC4)c1	-6.3	-5.7	0.4	8.4	2.2	-0.6	12.4	3.0	0.8
O=S(=O)(c1ccc(NC(=S)NN=C(Cc2ccccc2)Cc2ccccc2)cc1)N1CCOCC1	-28.3	-6.8	-12.3	1.0	-5.2	-3.7	-1.6	13.7	-0.8
COc1ccc([N+](=O)[O-])cc1NC1CCCCC1	-26.1	6.0	17.9	-5.7	0.2	-0.4	30.7	1.3	-2.0
Cc1ccc(C2C3=C(CC(C)(C)CC3=O)NC3=C2C(=O)CC(C)(C)C3)o1	-0.6	-5.7	-1.0	-3.7	7.7	1.3	2.5	6.8	-0.3
O=C(Cc1cccs1)N1CCN=C1SCc1ccccc1F	-6.7	6.5	-4.4	0.3	12.0	0.9	0.6	-3.0	-1.7
Cc1ccc(CNC(=S)Nc2ccc3c(c2)c(=O)n(C)n3Cc2cccc(C(F)(F)F)c2)cc1	x	-4.3	9.0	5.7	-3.0	-0.4	1.6	-0.6	x
NS(=O)(=O)c1ccc(NS(=O)(=O)c2ccc(NC(=O)c3ccc(-c4ccccc4)cc3)cc2)cc1	-18.1	-3.6	20.0	0.6	-0.5	27.2*	8.8	16.3	9.1
CN(Cc1ccccc1)C(=O)c1cccc(NC(=O)Cc2ccc(NC(=O)C3CCCN(C(=O)C4CCC4)C3)cc2)c1 (stereo not drawn)	-3.5	0.2	17.8	3.0	-0.1	-3.1	-0.1	17.5	0.5
Cc1nc(C(F)(F)F)ccc1C(=O)N1CCC1(C)C(=O)NS(=O)(=O)c1ccc(C#N)cc1 (stereo not drawn)	x	0.4	12.7	-0.5	5.1	-0.3	0.1	-14.9	x
COc1ccccc1-c1noc(CCCC(=O)Nc2ccc(C(N)=O)cc2)n1	0.4	4.5	17.4	3.8	-2.5	5.9	0.6	-32.5	-2.5
Fc1ccccc1Cn1c2[n+](c3ccc(C(F)(F)F)cc31)CCCCC2	-12.4	-3.0	5.6	2.9	-9.0	-17.4	3.2	-4.4	0.8
O=C(Nc1ccc(F)cc1)C(c1ccccc1)N1CCN(S(=O)(=O)c2c(F)cccc2F)CC1 (stereo not drawn)	7.0	1.4	7.1	-3.3	-2.9	-1.8	-0.4	3.7	1.8
O=C(c1ccoc1)N1CCC2(CC1)Oc1ccc(F)cc1C(=O)C21CC(c2cccnc2)=NO1 (stereo not drawn)	-12.8	0.3	-6.8	3.1	7.1	6.3	10.4	9.8	1.0
CCOC(=O)CNC(=O)Cn1cnc2c(nnn2-c2ccccc2)c1=O	-24.4	2.4	14.1	-2.4	11.6	0.6	x	x	-0.6
CCCCCC(=O)Nc1ccc(N2CCOCC2)c(S(=O)(=O)Nc2ccc(OC)cc2)c1	-7.9	-5.2	-5.8	4.4	-12.1	2.0	0.1	-7.4	0.4
COc1ccc(OCC(=O)Nc2ccc3c(c2)nc(CCN2CCOCC2)n3C)cc1	3.0	1.3	4.9	1.2	-2.5	-1.0	10.0	3.6	-1.8
COc1ccc(CCNC(=O)C2CC(c3c(Cl)cccc3Cl)=NO2)cc1 (stereo not drawn)	-10.4	-7.7	-1.2	6.8	-0.5	-1.5	16.0	27.6	0.7

Some of the entries so far, bar-delimited.
Structure | CRFR2-BP antag | CHRM5 PAM | CHO-K1 Ca PAM | CHRM5 antagonist | M4 PAM | M5 ag | TAAR1 agonist | TAAR1 antagonist | CRFBP-R2 agonist
CN(Cc1ccccc1)C(=O)c1cccc(NC(=O)Cc2ccc(NC(=O)C3CCCN(C(=O)C4CCC4)C3)cc2)c1 (stereo not drawn) | -3.5 | 0.2 | 17.8 | 3.0 | -0.1 | -3.1 | -0.1 | 17.5 | 0.5
Cc1nc(C(F)(F)F)ccc1C(=O)N1CCC1(C)C(=O)NS(=O)(=O)c1ccc(C#N)cc1 (stereo not drawn) | x | 0.4 | 12.7 | -0.5 | 5.1 | -0.3 | 0.1 | -14.9 | x
COc1ccccc1-c1noc(CCCC(=O)Nc2ccc(C(N)=O)cc2)n1 | 0.4 | 4.5 | 17.4 | 3.8 | -2.5 | 5.9 | 0.6 | -32.5 | -2.5
Fc1ccccc1Cn1c2[n+](c3ccc(C(F)(F)F)cc31)CCCCC2 | -12.4 | -3.0 | 5.6 | 2.9 | -9.0 | -17.4 | 3.2 | -4.4 | 0.8
O=C(Nc1ccc(F)cc1)C(c1ccccc1)N1CCN(S(=O)(=O)c2c(F)cccc2F)CC1 (stereo not drawn) | 7.0 | 1.4 | 7.1 | -3.3 | -2.9 | -1.8 | -0.4 | 3.7 | 1.8
O=C(c1ccoc1)N1CCC2(CC1)Oc1ccc(F)cc1C(=O)C21CC(c2cccnc2)=NO1 (stereo not drawn) | -12.8 | 0.3 | -6.8 | 3.1 | 7.1 | 6.3 | 10.4 | 9.8 | 1.0
CCOC(=O)CNC(=O)Cn1cnc2c(nnn2-c2ccccc2)c1=O | -24.4 | 2.4 | 14.1 | -2.4 | 11.6 | 0.6 | x | x | -0.6
CCCCCC(=O)Nc1ccc(N2CCOCC2)c(S(=O)(=O)Nc2ccc(OC)cc2)c1 | -7.9 | -5.2 | -5.8 | 4.4 | -12.1 | 2.0 | 0.1 | -7.4 | 0.4
COc1ccc(OCC(=O)Nc2ccc3c(c2)nc(CCN2CCOCC2)n3C)cc1 | 3.0 | 1.3 | 4.9 | 1.2 | -2.5 | -1.0 | 10.0 | 3.6 | -1.8
COc1ccc(CCNC(=O)C2CC(c3c(Cl)cccc3Cl)=NO2)cc1 (stereo not drawn) | -10.4 | -7.7 | -1.2 | 6.8 | -0.5 | -1.5 | 16.0 | 27.6 | 0.7

Following part:
SMILES	CRFR2-BP antag	CHRM5 PAM	CHO-K1 Ca PAM	CHRM5 antagonist	M4 PAM	M5 ag	TAAR1 agonist	TAAR1 antagonist	CRFBP-R2 agonist
CCOc1ccc2nc(N(Cc3ccccc3)C(=O)CCNC(C)=O)sc2c1	11.1	5.7	-5.6	-5.2	4.2	-7.3	0.7	-12.8	-0.3
NC(COCc1ccccc1)c1csc(Nc2nncc3ccccc23)n1 (stereo not drawn)	x	0.8	19.0	6.2	2.2	5.2	25.6	3.1	x
O=C(O/N=C\c1ccc(N2CCOCC2)c([N+](=O)[O-])c1)c1ccccc1Cl	17.7	1.9	7.3	-0.8	6.8	-2.5	8.6	15.9	-2.1
CCOCCCNS(=O)(=O)c1ccc(NC(=O)CN2C(=O)c3ccccc3C2=O)cc1	-0.1	0.8	-6.3	7.2	-2.9	-2.0	4.9	12.8	-3.5
Cc1cc(C)c(C2C(C#N)=C(N)Oc3n[nH]c(C)c32)cc1CN1CCOCC1 (stereo not drawn)	-28.3	-1.3	5.5	0.6	6.0	-2.0	x	x	-1.3
OCCN1CCN(C(=S)c2ccc(Cl)c(Cl)c2)CC1	-10.6	-2.2	4.6	-0.7	-4.0	-5.2	14.5	5.0	-0.8
O=C(NCCCc1ccccc1)c1ccc(CS(=O)Cc2ccccc2Cl)o1 (stereo not drawn)	1.5	10.4	-12.5	3.7	-3.2	-0.2	2.7	-0.9	-0.4
CCOc1cc(/C=N/NC(N)=O)cc(Br)c1OCc1ccccc1	-11.2	-6.1	7.0	3.8	-12.2	-3.0	-2.4	-4.9	-0.7
CCc1cc(C(=O)Nc2ncccc2O)sc1C	1.0	2.6	7.2	-1.2	1.5	-6.2	-0.7	-6.6	-1.2
CC(C)c1ccc(C2C3=C(COC3=O)Nc3cc4c(cc32)OCO4)cc1 (stereo not drawn)	5.8	4.8	10.1	-2.5	6.0	1.9	1.6	-19.4	2.8
CC(C)(C)NC(=O)c1ccc(NC(=O)C2COc3ccccc3O2)cc1 (stereo not drawn)	-4.8	-1.9	5.1	-1.0	-0.9	2.9	2.9	10.0	-1.2
O=C(c1ccc(N2CCCC2=O)cc1)N1CCN(c2ccccc2F)CC1	3.4	-0.7	4.8	5.0	-6.8	-0.5	14.8	-15.4	-0.9
O=S(=O)(c1ccc(NC(=S)NC23CC4CC(CC(C4)C2)C3)cc1)N1CCCCC1	-17.5	-3.4	-0.9	1.9	8.2	0.4	6.0	8.5	0.8
Cc1cc(Br)c(NC(=O)CN2CCCC2)c(Br)c1	0.1	7.0	6.8	0.0	3.3	0.1	-3.6	1.1	-0.6
COc1ccc(NC(=S)NCc2cccs2)cc1OC	11.2	8.3	8.5	-0.1	-2.1	1.1	1.9	-4.4	-1.0
Cc1cc(F)ccc1S(=O)(=O)N1CCCOC1CNC(=O)C(=O)NC1CCCC1 (stereo not drawn)	-3.6	5.8	8.6	-4.3	6.6	-2.2	3.7	-12.3	0.6
Cc1ccc(CS(=O)(=O)CC(C)(O)c2ccc(Cl)cc2)cc1 (stereo not drawn)	7.8	-0.8	13.1	2.2	-2.6	-4.8	-1.4	-8.7	-0.6
Cc1ccc(/C=C2\SC(=S)N(CCCC(=O)Nc3nccs3)C2=O)cc1	-15.5	3.6	26.1	-3.9	7.5	0.2	1.5	-14.6	0.0
COc1ccc2cnn(CCOc3ccccc3)c(=O)c2c1OC	4.0	-7.0	9.4	2.8	5.0	-3.3	3.0	9.5	-2.2
COc1ccc(OC)c(NC(=O)COC(=O)c2ccc(S(=O)(=O)N3CCCCC3)cc2)c1	-19.9	4.5	11.1	15.0	-1.8	1.2	0.9	-5.9	1.1
CCc1cccc(NC(=O)C2CCCC2)c1	2.6	-1.1	14.7	-6.8	-3.2	-11.1	1.9	1.7	-0.8
Cc1ccccc1NC(=O)CN1C(=O)S/C(=C\c2ccc(-c3cccc(C(=O)O)c3C)o2)C1=O	-2.5	-2.6	-7.3	2.5	12.3	-0.8	1.7	5.2	1.0
CC1CCCCN1Cc1nc2c(c(=O)n(C)c(=O)n2C)n1Cc1c(F)cccc1Cl (stereo not drawn)	8.4	-5.3	0.3	1.3	1.8	0.9	x	x	-3.2
